# Wee1 stabilizer: inhibitors of human Wee1 degradation; P30291; HeLa Luc-Wee1K328M stability, luciferase luminescence; 100% = proteasome inhibitor MG132 effect; reporter increase, % at 5 µM; hit rate 1.2% among 220,000; AID 1321;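 active means activation above the mean of all tested compounds plus 3 SD, set per screening run, cut at about 8.8% in these data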;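 further: cells exposed to compound for 20 h before luminescence read; 0% = DMSO alone and 100% = MG132 at 30 µM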
# Target sequence (P30291 whole entry K328M): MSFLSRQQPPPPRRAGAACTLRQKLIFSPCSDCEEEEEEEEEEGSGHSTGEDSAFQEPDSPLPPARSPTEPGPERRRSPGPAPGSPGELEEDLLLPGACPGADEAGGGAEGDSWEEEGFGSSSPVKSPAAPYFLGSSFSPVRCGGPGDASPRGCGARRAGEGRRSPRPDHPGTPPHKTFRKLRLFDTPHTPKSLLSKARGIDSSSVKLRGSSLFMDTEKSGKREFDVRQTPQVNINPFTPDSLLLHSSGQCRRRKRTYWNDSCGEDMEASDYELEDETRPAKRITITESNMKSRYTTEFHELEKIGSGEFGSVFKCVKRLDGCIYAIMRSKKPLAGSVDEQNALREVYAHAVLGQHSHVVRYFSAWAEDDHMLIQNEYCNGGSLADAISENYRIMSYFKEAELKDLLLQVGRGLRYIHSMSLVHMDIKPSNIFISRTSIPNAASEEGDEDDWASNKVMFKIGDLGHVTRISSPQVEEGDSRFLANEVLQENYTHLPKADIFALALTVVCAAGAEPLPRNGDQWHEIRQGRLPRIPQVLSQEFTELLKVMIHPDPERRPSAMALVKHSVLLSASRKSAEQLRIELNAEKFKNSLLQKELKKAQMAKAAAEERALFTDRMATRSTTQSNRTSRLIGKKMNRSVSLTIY
# PERK inh: inhibitors of human PERK kinase; Q9NZJ5; CHO PERK-DD fusion, SEAP luminescence translation reporter; inhibition, % at 5.6 µM; hit rate 0.17% among 220,000;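 active means inhibition above the mean inhibition of all tested compounds plus 3 SD, set separately per screening campaign, cut at about 2.9% in these data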;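 further: PERK kinase domain activated by AP20187 dimerizer at 100 nM; 0% = DMSO with dimerizer and 100% = rapamycin at 8.4 µM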
# Mdm2 ligase inh: Mdm2 E3 ligase (human) inhibition. Q00987. cell-based MDM2 ubiquitination luciferase reporter, 2 h; 0 = plate control, 100 = twice control, blank-subtracted. signal enhancement, % at 5 µM. hit rate 0.11% among 210,000;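 active means signal enhancement of 30% or more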;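 further: luminescence tracks abundance of the self-degrading MDM2-luciferase fusion protein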
#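 Assay system: stable mammalian line carrying autodegrading MDM2–luciferase fusion reporter; amount: 2000 cells seeded into each well; buffer or medium: DMEM; benchmarks: plate control and blank wells; signal: luciferase luminescence; timing: 2 h compound exposure at 37 °C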
# NPY2 pot ag: potentiates or activates human NPY-Y2 receptor. cells expressing NPY-Y2, potentiator/agonist read-out. activation, % at 3.6 µM. hit rate 0.45% among 220,000; in the data active means activation above about 27%;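 further: cells stimulated with NPY near EC25 plus isoproterenol at EC100; 0% = vehicle plus submaximal agonist and 100% = vehicle plus saturating agonist; some results beyond the cut were filed as inactive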
# BaF3 tox: parental Ba/F3 viability inhibition as JAK2V617F counter-screen. CellTiter-Glo ATP luminescence. inhibition, % at 5.6 µM. hit rate 1.1% among 220,000. AID 1486;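 active means inhibition above a per-campaign cutoff, the mean inhibition of all tested compounds plus 3 SD, cut at about 27% in these data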;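 further: 0% = DMSO wells and 100% = JAK Inhibitor I control wells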
# Ba/F3 V617F tox: reduce viability of Ba/F3 cells dependent on JAK2V617F; inhibition, % at 5.6 µM; AID 1446; hit rate 1.1% among 220,000; Ba/F3 EpoR-JAK2V617F viability, ATP luminescence;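 active means inhibition above the campaign mean plus 3 SD over all tested compounds, cut at about 24% in these data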;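 further: cytokine-independent growth of Ba/F3 cells driven by EpoR plus mutant JAK2; 0% = DMSO-treated cells and 100% = JAK inhibitor I control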
# S1P4 ag: human S1P4 receptor agonism; O95977; S1P4-expressing cell line, agonist reporter assay; activation, % at 4.98 µM; hit rate 0.35% among 220,000; in the data active means activation above about 11%;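 further: 0% = DMSO vehicle and 100% = reference agonist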
# Target sequence (O95977 whole entry, looked up): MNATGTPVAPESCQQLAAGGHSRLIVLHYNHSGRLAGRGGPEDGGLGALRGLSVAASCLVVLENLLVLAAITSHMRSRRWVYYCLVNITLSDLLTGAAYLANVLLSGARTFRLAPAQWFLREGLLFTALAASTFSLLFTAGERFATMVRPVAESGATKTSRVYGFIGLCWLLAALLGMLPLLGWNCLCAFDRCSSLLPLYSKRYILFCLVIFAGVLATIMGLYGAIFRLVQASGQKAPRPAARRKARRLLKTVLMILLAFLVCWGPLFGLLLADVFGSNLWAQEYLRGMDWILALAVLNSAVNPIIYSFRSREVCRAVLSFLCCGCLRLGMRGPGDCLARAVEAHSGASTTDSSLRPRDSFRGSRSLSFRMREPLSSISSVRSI
# S1P4 antagonist: blocks the human S1P4 receptor. AID 1510. inhibition, % at 4.98 µM. S1P4-expressing cells, antagonist mode, reporter read-out. hit rate 0.26% among 220,000; in the data active means inhibition above about 29%;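 further: 0% = wells stimulated with agonist and 100% = vehicle wells without agonist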
# eIF4E 4G PPI: blocks eIF4E binding to eIF4G | P63073+Q04637 | TR-FRET eIF4E-eIF4GI(517-606) binding, 2 h | inhibition, % at 21.7 µM | hit rate 0.37% among 220,000;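 active means inhibition above about 30%, limit read from the data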;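 further: 0% = full FRET control wells and 100% = background wells lacking eIF4GI fragment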
# * hit, by the source's call; . = no result given; & = joins results of further samples; [ ] = another dose, or the depositor's remark.
SMILES,Wee1 stabilizer,PERK inh,Mdm2 ligase inh,NPY2 pot ag,BaF3 tox,Ba/F3 V617F tox,S1P4 ag,S1P4 antagonist,eIF4E 4G PPI
Cc1ccc2[nH]c3c(c2c1)CCN1C(=O)OC(C)(C)C31C (stereo not drawn),-2,1.7,-1,-4,1,-4,-1.2,-1,-6
CC1CCC(NC(=O)c2ccc(NC(=O)c3ccc(=O)[nH]c3)cc2)CC1 (stereo not drawn),-1,1.9,.,15,5,-5,3.9,-1,6
Clc1ccccc1-c1nc(-c2ccncc2)no1,0,1.4,-21,-5,-3,-2,0.4,-8,6
Cc1ccc(C2(CC(=O)N3CCCC3)CCOC(C(C)C)C2)cc1 (stereo not drawn),-3,-0.3,-10,8,1,-4,-0.3,0,3[fluorescence artefact?]
COc1cc2c(cc1OC)C(c1cccs1)N(C(=O)c1ccc(S(=O)(=O)N(C)C)cc1)CC2 (stereo not drawn),2,0.6,.,2,-10,-2,1.1,-5,-6
COC(=O)CSc1ncnc2c1cnn2Cc1ccccc1,-3,1.0,-3,-1,3,-1,-0.5,-3,-6
Cc1nn(C)c(C(=O)Sc2ccccc2)c1[N+](=O)[O-],4,0.9,-6,-9,-6,-3,-0.5,16,-9
COc1ccc(CNC(=O)CSc2ncnc3ccccc23)cc1OC,0,0.3,-20,4,-1,-3,0.6,1,0
COc1cc(C(=O)CSc2nnc(-c3ccc(O)cc3)n2CC2CCCO2)ccc1NC(C)=O (stereo not drawn),-2,0.3,-11,2,0,5,1.6,3,.
Cc1ccc(-c2c[n+](CC(=O)Nc3c(C)cccc3C)c3n2CCC3)cc1,4,-0.3,-12,3,1,-2,1.3,2,-6
CCC1(C)Cc2ccccc2-c2nc(NCCCO)n(C)c(=O)c21 (stereo not drawn),-1,1.2,-7,23,-2,4,-2.0,5,1
O=C(COc1ccc(S(=O)(=O)NCc2ccccc2)cc1)NCC1CCCO1 (stereo not drawn),-3,-0.8,-57,-21,12,4,-1.5,-3,-6
O=C1NCCN(Cc2c(F)cccc2Cl)C1CC(=O)N1CCCCO1 (stereo not drawn),-1,0.9,-5,1,3,-4,0.3,-6,3
COc1cc(/C=C(\C#N)C(=O)NCC2CCCO2)c([N+](=O)[O-])cc1OC (stereo not drawn),0,0.5,-22,1,3,2,-1.9,-2,0
CCOC(=O)Cn1c(CN2CC(C)OC(C)C2)nc2c1c(=O)n(C)c(=O)n2C (stereo not drawn),-2,0.9,-12,1,6,-2,1.9,-13,4[fluorescence artefact?]
O=C(NC1CC(=O)c2sccc21)c1cccc(C(F)(F)F)c1 (stereo not drawn),0,0.5,-5,-4,0,0,0.7,-1,1
COC(=O)c1ccc2nccnc2c1,-1,0.6,-13,-1,0,-2,-0.3,-6,10
O=C(OCC(=O)N1CCCCCC1)c1ccc(Cl)c(S(=O)(=O)N2CCCC2)c1,-2,-0.1,-18,1,1,3,0.1,-3,6
O=[N+]([O-])c1ccc(N2CCSCC2)cc1O,1,0.4,-10,8,-2,-2,1.4,-7,4
COc1ccc(C)cc1NC(=O)C(Sc1nncn1C)c1ccccc1 (stereo not drawn),0,0.1,-17,-8,3,-3,-1.0,-8,-2
CCOc1cc(N2CCOCC2)c(OCC)cc1NC(=O)c1ccc(OC)cc1,3,-0.3,-4,-10,8,3,-1.0,-12,-2
CCOC(=O)c1nn(-c2ccccc2)c(C#N)c1NC(=O)c1nn(CC)cc1Br,3,-0.6,-12,-2,4,-5,-1.2,3,.
Cc1ccc2c(c1)C(=O)c1ccccc1CS2=O (stereo not drawn),3,0.5,2,0,3,0,1.6,-11,5[fluorescence artefact?]
CCc1ccccc1NC(=S)N=Nc1c(O)n(C)c2ccc(S(=O)(=O)N3CCOCC3)cc12,2,-0.5,-4,6,2,1,-1.9,10,3
Cc1c(-c2cccs2)[n+](=O)c2c(n1[O-])CCCCC2,-2,-0.3,4,-15,0,-2,1.0,5,1

# (listing goes on)
SMILES,Wee1 stabilizer,PERK inh,Mdm2 ligase inh,NPY2 pot ag,BaF3 tox,Ba/F3 V617F tox,S1P4 ag,S1P4 antagonist,eIF4E 4G PPI
NS(=O)(=O)c1cccc(NC(=O)COC(=O)C2(c3cccc(F)c3)CCCC2)c1,6,0.7,1,22,9,4,-1.8,-19,0[fluorescence artefact?]
Cc1cc2nc(-c3ccc(NC(=O)C(C)C)cc3)oc2cc1C,3,-0.6,-24,6,1,2,1.7,-11,-19
O=C(CCCn1c(=O)[nH]c2ccc(Br)cc2c1=O)NCc1ccc(Cl)cc1,5,0.2,-34,-2,2,2,-1.8,-2,4
CCC(C)NC(=O)c1cnc2n(c1=O)CCS2 (stereo not drawn),0,1.1,-70,7,3,-2,25*,-6,-7
Cc1nc2ccccn2c1C(=O)NN=C1CCN(C)CC1,0,1.0,-13,2,4,-2,0.3,4,3
S=C(c1ccc(-c2ccccc2Cl)o1)N1CCOCC1,3,0.2,-8,5,0,-4,0.4,-24,4
COc1ccc(NC(=O)CCNS(=O)(=O)c2ccc3c(c2)c(=O)n(C)c(=O)n3C)cc1OC,-1,-0.1,-15,7,5,-1,-0.2,-5,2
CC(C)C(=O)O/N=C1\CCS(=O)(=O)c2sccc21,7,2.1,-9,11,6,-1,2.4,-5,1
Cc1cc(=O)oc2cc(OCC3CC(c4ccccc4Cl)=NO3)ccc12 (stereo not drawn),8,-0.5,-3,-10,4,-1,0.5,-6,-3
Cc1ccc(-n2nnc3c(=O)n(CC(=O)N4CCCC4)cnc32)cc1,7,0.0,-3,-7,1,0,1.9,-13,-1[fluorescence artefact?]
COC(=O)c1cc2c(ccn2-c2ccc(F)cc2)n1CC(=O)OC(C)C,2,-0.2,1,-13,6,1,2.1,2,3
CS(=O)(=O)N1CCCC(C(=O)NCCCN2CCOCC2)C1 (stereo not drawn),-1,0.2,9,4,2,-4,0.8,-5,1
O=C(CSc1nnc2c(Cl)cc(C(F)(F)F)cn12)Nc1ccc2c(c1)OCO2,-1,-0.6,-14,-24,6,0,0.3,0,-2
Cc1ccc(-c2nn(C)c(=O)c3ccccc23)cc1S(=O)(=O)NCCN(C)C,-2,-0.5,-7,14,7,1,-0.4,-4,0
CS(=O)(=O)C1=C(O)C(=O)N(c2ccccc2)C1c1ccccc1 (stereo not drawn),1,0.4,-13,-5,0,-4,-0.9,-21,-3
Cc1ccccc1N1CC(O)(c2ccccc2)[N+]2=C1SCC2 (stereo not drawn),0,0.6,0,6,10,-1,2.0,-7,1[fluorescence artefact?]
CC(=O)Nc1ccc(NC(=O)c2ccccc2N(C)S(C)(=O)=O)cc1,0,0.0,-5,-1,3,-3,1.4,-20,-14[fluorescence artefact?]
CCCS(=O)(=O)c1c(S(=O)(=O)CCC)c2c(N)cccn2c1C(=O)c1ccc(Br)cc1,-2,0.7,-3,10,-1,-4,4.4,-5,4
CCc1nnc(NC(=O)CSc2ncc(-c3ccccc3)n2C)s1,-2,0.5,-20,12,4,0,2.8,6,2
CC(=O)Nc1ccc(NCN2C(=O)[C@@H]3[C@H]4CC[C@H](C4)[C@@H]3C2=O)cc1,1,0.9,9,16,3,0,0.0,-17,26
CC(C)C(=O)N=C1SC2CS(=O)(=O)CC2N1Cc1ccc(Cl)cc1 (stereo not drawn),-1,-0.4,-6,-25,2,4,1.8,-10,6
O=C(CS(=O)(=O)c1cn(Cc2ccc(F)cc2)c2ccccc12)N1CCCCC1,-1,1.5,-11,-1,0,-2,2.6,-5,-3[fluorescence artefact?]
CCCN1CCN(C(=O)c2cc3c(s2)-c2ccccc2S(=O)(=O)C3)CC1,3,-0.8,-5,6,2,-4,-0.5,-6,2
COc1ccc(CCNC(=O)COC(=O)c2cc(S(=O)(=O)NCc3ccccc3)ccc2O)cc1OC,0,-0.2,-10,-24,0,-4,0.2,-6,8
COc1ccc(C(=O)NNC(=O)CSc2ccccc2)cc1,3,2.5,-1,-5,-1,-2,1.1,-8,0

# Other results follow.
SMILES,Wee1 stabilizer,PERK inh,Mdm2 ligase inh,NPY2 pot ag,BaF3 tox,Ba/F3 V617F tox,S1P4 ag,S1P4 antagonist,eIF4E 4G PPI
c1ccc(CN2CCOCCOCCOCCOCC2)cc1,-3,1.2,-12,12,3,-3,2.1,-6,5
Cc1ccc(S(=O)(=O)N=Nc2c(O)[nH]c3ccccc23)cc1,1,0.1,2,-5,3,0,-0.1,1,-3
COc1cc(C(=O)N/N=C2\CCS(=O)(=O)c3ccc(F)cc32)cc(OC)c1OC,3,0.1,-11,11,8,2,-0.4,1,5
CC(=O)/C(=N\Nc1ccc(Cl)cc1Cl)Sc1cccc2cccnc12,-3,1.5,-12,3,5,-2,-0.6,-3,11[fluorescence artefact?]
CCOC(=O)c1ccc(NC(=S)NNC(=O)COC)cc1,-2,0.7,0,9,1,-5,-0.2,-11,18
Cc1cc(C)cc(NS(=O)(=O)c2ccc(NC(=S)Nc3ccccc3)cc2)c1,3,1.1,6,1,3,-3,0.8,-19,13
O=C(CSc1ccccc1)Nc1ccc(C(=O)Nc2ccc(O)cc2)cc1,3,0.1,6,-2,6,0,0.5,6,0
CC1CC(C)(C)NC(=S)O1 (stereo not drawn),2&1,-0.2&0.5,-10&-3,14&-28,1&4,-1&-4,0.7&1.1,-5&-3,-3&4
Cc1cc(NCc2ccccc2)nc(N2CCOCC2)n1,-4,0.1,-19,-4,6,0,0.7,-8,2

# By substructure, the entries above containing an aryl thioether with sulfur outside any ring (8)
SMILES,Wee1 stabilizer,PERK inh,Mdm2 ligase inh,NPY2 pot ag,BaF3 tox,Ba/F3 V617F tox,S1P4 ag,S1P4 antagonist,eIF4E 4G PPI
COC(=O)CSc1ncnc2c1cnn2Cc1ccccc1,-3,1.0,-3,-1,3,-1,-0.5,-3,-6
COc1ccc(CNC(=O)CSc2ncnc3ccccc23)cc1OC,0,0.3,-20,4,-1,-3,0.6,1,0
COc1cc(C(=O)CSc2nnc(-c3ccc(O)cc3)n2CC2CCCO2)ccc1NC(C)=O (stereo not drawn),-2,0.3,-11,2,0,5,1.6,3,.
COc1ccc(C)cc1NC(=O)C(Sc1nncn1C)c1ccccc1 (stereo not drawn),0,0.1,-17,-8,3,-3,-1.0,-8,-2
O=C(CSc1nnc2c(Cl)cc(C(F)(F)F)cn12)Nc1ccc2c(c1)OCO2,-1,-0.6,-14,-24,6,0,0.3,0,-2
CCc1nnc(NC(=O)CSc2ncc(-c3ccccc3)n2C)s1,-2,0.5,-20,12,4,0,2.8,6,2
COc1ccc(C(=O)NNC(=O)CSc2ccccc2)cc1,3,2.5,-1,-5,-1,-2,1.1,-8,0
O=C(CSc1ccccc1)Nc1ccc(C(=O)Nc2ccc(O)cc2)cc1,3,0.1,6,-2,6,0,0.5,6,0

# Bioassay records: PubChem BioAssay, several laboratories
